# RXFP1 antagonist: blocks the human relaxin receptor RXFP1. HEK293-RXFP1, relaxin-stimulated cAMP HTRF, 30 min; active compounds read low. actives 0.59% (n = 350,000). activity change, negative = inhibition, % at 57.5 µM. AID 1259400. Q9HBX9;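 active = activity change of -60% or lower, but not beyond a set lower limit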
# Target sequence (Q9HBX9 whole entry, looked up): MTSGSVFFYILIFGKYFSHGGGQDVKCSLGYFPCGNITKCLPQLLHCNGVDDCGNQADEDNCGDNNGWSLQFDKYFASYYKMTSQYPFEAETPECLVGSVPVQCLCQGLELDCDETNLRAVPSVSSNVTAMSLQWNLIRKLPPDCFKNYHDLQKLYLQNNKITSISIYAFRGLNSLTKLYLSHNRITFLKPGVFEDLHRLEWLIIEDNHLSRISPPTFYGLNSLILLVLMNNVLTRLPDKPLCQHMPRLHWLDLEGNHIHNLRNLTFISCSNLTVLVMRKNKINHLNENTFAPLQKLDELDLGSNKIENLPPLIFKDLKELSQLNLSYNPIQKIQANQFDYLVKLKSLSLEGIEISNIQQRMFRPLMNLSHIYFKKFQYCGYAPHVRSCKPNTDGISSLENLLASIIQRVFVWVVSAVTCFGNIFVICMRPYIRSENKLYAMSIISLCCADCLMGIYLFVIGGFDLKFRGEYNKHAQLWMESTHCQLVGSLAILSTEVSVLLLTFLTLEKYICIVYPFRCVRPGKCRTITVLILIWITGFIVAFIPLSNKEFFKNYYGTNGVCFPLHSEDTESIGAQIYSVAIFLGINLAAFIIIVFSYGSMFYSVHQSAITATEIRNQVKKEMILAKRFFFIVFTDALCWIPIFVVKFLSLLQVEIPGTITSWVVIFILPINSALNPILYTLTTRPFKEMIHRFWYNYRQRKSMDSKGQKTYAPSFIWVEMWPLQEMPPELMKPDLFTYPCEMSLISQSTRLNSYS
# Starred values were filed as active, the others as inactive. % is set by controls: 0 for no effect and ±100 for the full control effect.
RXFP1 antagonist | SMILES
-3 | CCCC(=O)Nc1nnc(SCC(=O)Nc2ccc(OCC)cc2)s1
2 | CN(c1ccc(OCC(=O)Nc2ccc(S(N)(=O)=O)cc2)cc1)S(=O)(=O)c1ccc(F)cc1
-1 | CN(C=O)c1ccc(CSc2ccccc2)cc1
0 | CCc1cccc(CC)c1C(OC(C)=O)c1cccnc1 (configuration not stated)
3 | CC(C)C(=O)c1c(C(C)C)nn2ccccc12
-18 | CC(=O)Nc1ccc(C(=O)OCC(=O)NCc2ccc3c(c2)OCO3)cc1
-5 | CCOC(=O)c1cc(-c2sc(NC(=O)c3ccccc3)nc2C)n(CCO)n1
-3 | CCOc1cc(/C=C/C(=O)OCC(=O)NCC2CCCO2)cc(Cl)c1OC (configuration not stated)
-2 | O=C1CC(C(=O)O)NC(=S)N1 (configuration not stated)
0 | Cc1cc(=O)oc2cc(OC(C)C(=O)N3CCOCC3)c(Cl)cc12 (configuration not stated)
2 | CCOC(=O)C(C)Sc1snnc1C (configuration not stated)
-3 | O=[N+]([O-])c1ccc(CN2CC(N3CCN(CC4CC4)CC3)CS2(=O)=O)cc1 (configuration not stated)
-4 | O=C1CN(C(=O)CSc2ccccn2)c2ccccc2N1
-5 | Cc1cc2oc(C(=O)NCC(c3ccco3)N3CCCC3)c(C)c2cc1C (configuration not stated)
-1 | CC(=O)Nc1cccc(OCc2ccc([N+](=O)[O-])cc2)c1
1 | COc1ccc(NC(=O)CSc2n[nH]c(-c3ccncc3)n2)cc1Cl
-15 | COc1ccccc1Nc1ccc2c(O)cc(S(=O)(=O)O)cc2c1
0 | O=Nc1c2cc3ccccc3[nH]c-2c2ccccc12
0 | CCN(CC(=O)Nc1ccccc1C(F)(F)F)CC(=O)c1[nH]c(C)c(C(C)=O)c1C
-5 | CC(=O)N1CCN(C(C)=O)c2ccccc21
5 | N#CC1(NC(=O)COC(=O)Cc2c[nH]c3ccccc23)CCCCC1
-13 | Cc1ccc(S(=O)(=O)NCC(=O)OCC(=O)NCc2ccco2)cc1
-15 | Cc1ccc(S(=O)(=O)NCC(=O)NNC(=O)c2ccc(Br)cc2)cc1C
2 | CCCCCC(=O)N1C[C@H](n2cc(C3CC3)nn2)[C@@H](O)C[C@@H]1c1ccc(OC)cc1
-20 | O=S(=O)(c1ccccc1)N1CCNCC1
0 | O=C(NCCOc1ccccc1)C1CCN(C(=O)Nc2ccccc2)CC1
1 | CCN(CC1CCCN(CCc2cccc(F)c2)C1)C(=O)c1ccoc1C (configuration not stated)
-5 | Cc1cc(C(=O)Cn2cnc3ccc(Cl)cc3c2=O)c(C)n1C1CC1
-8 | O=c1[nH]cnc(CN2CCCCC2)c1O
0 | Cc1ccc(NC(=O)COC(=O)c2ccc(NC(=O)CC#N)cc2)cc1S(=O)(=O)N1CCOCC1
-6 | COc1ccc(NC(=O)C2CCCCN2S(=O)(=O)c2ccccc2)cc1S(=O)(=O)N1CCOCC1 (configuration not stated)
13 | COc1c2ccoc2cc2oc(=O)ccc12
-5 | CSc1ccc(C2NN=C(c3ccccc3)S2)cc1 (configuration not stated)
-5 | Cc1cc(NC(=O)c2cccc(Br)c2)no1
-7 | COc1ccc([C@H]2C[C@H](O)[C@@H](n3cc(C4CC4)nn3)CN2C(=O)c2cccs2)cc1
8 | COc1cc(OC)cc(C(=O)NNC(=O)C2CCC2)c1
-3 | CCN(CC(=O)Nc1ccc(OC)cc1)C(=O)C1CC(=O)N(Cc2ccccc2)C1 (configuration not stated)
5 | O=C(Nc1cccc(Cl)c1)ON1CCCCC1
-2 | CCCN1C(=O)C(=O)N(CC(=O)N2c3ccccc3NC(=O)CC2C)C1=O (configuration not stated)
-5 | Cc1ccccc1CC1(CO)CCCN(C(=O)c2ccoc2)C1 (configuration not stated)
-6 | COc1ccc(NC(=O)C2CCC2)cc1S(=O)(=O)Nc1cc(C)ccc1Br
-12 | CN(C)c1nc2c(c(=O)n(C)c(=O)n2C)n1CC(=O)c1cccs1
-16 | O=C(NCCCn1ccnc1)c1ccc(-c2cccc(Cl)c2Cl)o1
1 | O=C(Nc1cccc(S(=O)(=O)NC2=NCCC2)c1)c1ccc(F)cc1
15 | Cc1ccc2cccc([N+](=O)[O-])c2n1
-7 | O=C(NNC(=O)C1CC1)c1cc(=O)[nH]c2ccccc12
-1 | COc1ccccc1S(=O)(=O)N(C)C[C@H]1Oc2cc(C#CCC3CCCC3)ccc2S(=O)(=O)N([C@H](C)CO)C[C@H]1C
2 | C[C@H]1CN([C@@H](C)CO)C(=O)CCCn2nncc2CO[C@H]1CN(C)S(=O)(=O)c1ccccc1F

# 19 entries from above, tab-delimited:
molecule	RXFP1 antagonist
CCN(CC1CCCN(CCc2cccc(F)c2)C1)C(=O)c1ccoc1C (configuration not stated)	1
Cc1cc(C(=O)Cn2cnc3ccc(Cl)cc3c2=O)c(C)n1C1CC1	-5
O=c1[nH]cnc(CN2CCCCC2)c1O	-8
Cc1ccc(NC(=O)COC(=O)c2ccc(NC(=O)CC#N)cc2)cc1S(=O)(=O)N1CCOCC1	0
COc1ccc(NC(=O)C2CCCCN2S(=O)(=O)c2ccccc2)cc1S(=O)(=O)N1CCOCC1 (configuration not stated)	-6
COc1c2ccoc2cc2oc(=O)ccc12	13
CSc1ccc(C2NN=C(c3ccccc3)S2)cc1 (configuration not stated)	-5
Cc1cc(NC(=O)c2cccc(Br)c2)no1	-5
COc1ccc([C@H]2C[C@H](O)[C@@H](n3cc(C4CC4)nn3)CN2C(=O)c2cccs2)cc1	-7
COc1cc(OC)cc(C(=O)NNC(=O)C2CCC2)c1	8
CCN(CC(=O)Nc1ccc(OC)cc1)C(=O)C1CC(=O)N(Cc2ccccc2)C1 (configuration not stated)	-3
O=C(Nc1cccc(Cl)c1)ON1CCCCC1	5
CCCN1C(=O)C(=O)N(CC(=O)N2c3ccccc3NC(=O)CC2C)C1=O (configuration not stated)	-2
Cc1ccccc1CC1(CO)CCCN(C(=O)c2ccoc2)C1 (configuration not stated)	-5
COc1ccc(NC(=O)C2CCC2)cc1S(=O)(=O)Nc1cc(C)ccc1Br	-6
CN(C)c1nc2c(c(=O)n(C)c(=O)n2C)n1CC(=O)c1cccs1	-12
O=C(NCCCn1ccnc1)c1ccc(-c2cccc(Cl)c2Cl)o1	-16
O=C(Nc1cccc(S(=O)(=O)NC2=NCCC2)c1)c1ccc(F)cc1	1
Cc1ccc2cccc([N+](=O)[O-])c2n1	15

# Continued:
RXFP1 antagonist | SMILES
-1 | COc1ccc(CCNC(=O)Cc2cc3c(cc2[N+](=O)[O-])OCO3)cc1OC
-5 | CC(C)Cc1nnc(NC(=O)c2ccc(-n3cncn3)c([N+](=O)[O-])c2)s1
9 | C[C@H](NC(=O)c1ncn2c1C(=O)N[C@@H](C)C2)c1ccccc1
8 | COc1ccc(-c2nnc(SC)nc2-c2ccc(OC)c([N+](=O)[O-])c2)cc1[N+](=O)[O-]
6 | S=C1SCCCN1Cc1ccc(Cl)cc1
-15 | COC(=O)C1CCN(CC(=O)NC(=O)Nc2ccccc2F)CC1
1 | COc1ccc(-c2ccc3[nH]c4c(c3c2)CCN2C(=O)[C@@H]([C@H](C)O)[C@@H](N(C)C(=O)Nc3ccccc3)C[C@@H]42)cc1
-13 | O=C(COC(=O)C12CC3CC(CC(Br)(C3)C1)C2)Nc1cccc(S(=O)(=O)N2CCOCC2)c1
2 | O=C(NCC(=O)N(c1ccccc1)C(C(=O)NC1CCCC1)c1ccncc1)c1ccco1 (configuration not stated)
17 | C[C@H](CO)N1C[C@H](C)[C@@H](CN(C)C(=O)c2ccc3c(c2)OCO3)Oc2cc(/C=C/c3ccccc3)ccc2S1(=O)=O
-27 | O=C(c1ccc(N2CCOCC2)c([N+](=O)[O-])c1)N1CCN(c2ccccc2F)CC1
-6 | c1ccc(N=NN2CCOCC2)cc1
0 | O=C(CN1CCN(C(=O)c2ccccc2Cl)CC1)Nc1cccc(S(=O)(=O)N2CCCC2)c1
-1 | N#Cc1cccc(N2[C@@H](Cc3cc4ccccc4n3Cc3ccccc3)COC[C@H]2Cc2ccc3ccccc3c2)c1
-6 | CC(C)C1C(=O)N(Cc2cn(CCC3OCCCO3)nn2)CCS(=O)(=O)N1Cc1ccc(-c2ccc(F)nc2)cc1 (configuration not stated)
7 | C[C@@H]1CN([C@@H](C)CO)C(=O)CCCn2nncc2CO[C@@H]1CN(C)C(=O)Nc1ccc2c(c1)OCO2
15 | CC(=O)N(c1cc(C)ccc1C)c1ccccc1[N+](=O)[O-]
-5 | COc1cccc(S(=O)(=O)N(C)C[C@H]2OCc3cnnn3CCCC(=O)N([C@@H](C)CO)C[C@@H]2C)c1
-2 | CC(C)(Cc1nc2ccccc2[nH]1)c1nc2ccccc2[nH]1
-18 | COCOCCn1cc(CN2CCS(=O)(=O)N(Cc3ccc(-c4ccc(C)cc4)cc3)C(C)C2=O)nn1 (configuration not stated)
17 | CC(C)(C)OC(=O)CC(S(=O)(=O)c1ccccc1)S(=O)(=O)c1ccccc1
13 | C[C@H]1CN([C@@H](C)CO)S(=O)(=O)c2ccc(-c3ccccc3)cc2O[C@H]1CN(C)C(=O)C1CCC1
-1 | CC(NC(=O)c1ccc2nc(Cc3cccc(Cl)c3)oc2c1)c1ccncn1 (configuration not stated)
0 | COc1ccc(C(=O)N/C(=C\c2cn(S(=O)(=O)N(C)C)c3ccccc23)C(=O)N2CCN(C)CC2)cc1OC
-4 | Cc1cn(C2CC(O)C(CO)O2)c(=O)n(CCCc2ccccc2)c1=O (configuration not stated)
-19 | O=C(Cn1cnc2c(oc3ccccc32)c1=O)NCCc1ccccc1
2 | COc1cc(OC)cc(C(=O)N(Cc2ccco2)c2c(N)n(Cc3ccccc3)c(=O)[nH]c2=O)c1
-12 | O=C(CCC(=O)N1CCN(c2ccccn2)CC1)c1cccs1
-18 | CC(=O)Oc1ccc(C23c4ccccc4C2(OC(C)=O)c2cc(OC(C)=O)ccc23)cc1 (configuration not stated)
3 | O=C1NC(=O)C(=Cc2ccco2)S1
2 | CC(Sc1ccccc1F)C(=O)Nc1ccc2c(c1)OCCO2 (configuration not stated)
1 | Cc1cc(C)cc(NC(=S)N2CCC(C(=O)c3ccc(F)cc3)CC2)c1
4 | CCN(CC(=O)NCc1cccs1)C(=O)c1cccc(Cl)c1
-15 | CC1(C)COC(c2cccc([N+](=O)[O-])c2)OC1
-8 | COc1ccc(C(=O)NCC(C)(c2ccccc2)c2ccccc2)cc1S(=O)(=O)N1CCOCC1
9 | NS(=O)(=O)c1cnccc1NCCc1ccccc1
-6 | O=C(Nc1cccc2cccnc12)c1ccccc1Cl
-4 | CC1(C)CC2CC(C)(CN2C(=O)COC(=O)c2ccc(NC(=O)CC#N)cc2)C1 (configuration not stated)
2 | CS(=O)(=O)NNC(=O)Cn1nnc(-c2ccc(OCc3ccccc3Cl)cc2)n1
6 | O=S(=O)(c1ccccc1)N1CCN(Cc2c(O)ccc3ccccc23)CC1

# Part of the list above, with tabs:
canonical_smiles	RXFP1 antagonist
CC(=O)N1CCN(C(C)=O)c2ccccc21	-5
N#CC1(NC(=O)COC(=O)Cc2c[nH]c3ccccc23)CCCCC1	5

# Additional results follow.
RXFP1 antagonist | SMILES
-9 | COc1ccc(CCNC(=O)c2cc3cc(F)ccc3nc2C)cc1OC
-5 | O=C(CN1C(=O)NC(CCc2ccccc2)C1=O)Nc1ccccc1C(F)(F)F (configuration not stated)
-6 | O=C(O)CC(C(=O)O)C(=Cc1ccccc1)c1ccccc1 (configuration not stated)
5 | COC(=O)c1ccccc1S(=O)(=O)N1CCC(C(=O)Nc2ccccc2N2CCOCC2)CC1
-4 | CCN(Cc1cnn(C)c1)C(=O)c1ccc2nc(Cc3ccccc3F)oc2c1
3 | CC(C)(C)c1csc(NC(=O)c2cccnc2Cl)n1
3 | COc1ccc(C=CC(=O)c2ccc3cc(OC)c(OC)cc3c2)cc1OC
-4 | CC(Sc1nnc(NC2CC2)s1)C(=O)Nc1ccc(S(N)(=O)=O)cc1 (configuration not stated)
-13 | COc1ccccc1C(=O)CN1C(=O)NC2(CCCCCC2)C1=O
12 | C[C@@H]1CN([C@H](C)CO)C(=O)CCCn2nncc2CO[C@H]1CN(C)C(=O)C1CCCCC1
4 | Cc1c(C(=O)NNC(=O)c2cccnc2)cccc1[N+](=O)[O-]
-7 | Cc1cc(C)c(S(=O)(=O)Oc2ccccc2[N+](=O)[O-])c(C)c1
-7 | O=C(/C=C/c1ccc(O)c(O)c1)O[C@@H]1C[C@@](OC(=O)/C=C/c2ccc(O)c(O)c2)(C(=O)O)C[C@@H](O)[C@@H]1O
-9 | CC1=CC(C)(C)NC(=S)N1c1ccc([N+](=O)[O-])cc1
-13 | Cc1nc(N)[nH]c(=O)c1CCCNc1ccc(CCCCC2(CCl)OCCO2)cc1
-9 | CC(=O)CCC(=O)O
-20 | O=C(N=Nc1c(O)[nH]c2ccccc12)Nc1ccccc1
5 | Cc1ccc(-c2ccc(CN3C(C)C(=O)N(Cc4cn(CC5CCCCC5)nn4)CCS3(=O)=O)cc2)cc1 (configuration not stated)
5 | CCN(CC(=O)Nc1ccc(NC(C)=O)cc1)C(=O)C1CC(=O)N(c2ccc3c(c2)OCCO3)C1 (configuration not stated)
-5 | C[C@H](CO)N1C[C@H](C)[C@@H](CN(C)S(=O)(=O)c2ccccc2F)Oc2ncc(Br)cc2C1=O
10 | COc1ccc(OC)c(COC(=O)c2cccc(S(=O)(=O)N3CCCCC3)c2)c1
-30 | COc1cc(C)ccc1OC(C)C(=O)Nc1ccc(N2CCCCC2)cc1 (configuration not stated)
-4 | Cc1cc(C(=O)CCC(=O)NCC(=O)Nc2c(C)cccc2C)c(C)s1
-5 | Cc1ccc(C(=O)NN=Cc2ccc3c(c2)OCO3)cc1
-2 | O=C1c2ccc([N+](=O)[O-])cc2C(=O)N1c1ccc([N+](=O)[O-])cn1
7 | Cc1nc2cc(C)c(C)cc2o1
9 | O=C(Nc1ccccc1)Nc1ncc(C(F)(F)F)cc1Cl
-11 | COc1ccc(-c2csc(NC(=O)[C@H](C)N3C(=O)C4CC=CCC4C3=O)n2)cc1OC (some centres not stated)
-4 | C[C@@H]1CCCCO[C@H](CN(C)Cc2ccccc2)[C@@H](C)CN([C@H](C)CO)C(=O)c2cc(NS(=O)(=O)c3ccc(Cl)cc3)ccc2O1
-2 | O=C(NC1CCS(=O)(=O)C1)c1cc2c(=O)n3ccccc3nc2n1Cc1ccccc1 (configuration not stated)

# The list is partial; rates above refer to the full screens.
